HEK293 tox: cytotoxic in the GLP-1 receptor inverse agonist counter-screen. hit rate 0.13% among 410,000. AID 624418. Potency, µM (series often up to 38.3 µM), for inactives: at the top dose activity change, negative = inhibition, actives largely listed as inhibitors. HEK293 cAMP-luciferase reporter cells, luminescence, 24 h;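 note: loss of luciferase light is scored as toxicity; potency is the fitted concentration of half-maximal effect; % is set by controls: 0 for no effect and ±100 for the full control effect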
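Step one: seed cells (200 cells/uL, DMEM with 10% Nu serum, 1% pen-strep). Step two: 12-hour incubation at 37 deg C. Step three: pin 23 nL compound, incubate 24 hr. Step four: add luciferase reagent, read luminescence 12 min later.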
GLP-1R agonist: agonists of human GLP-1 receptor | P43220 | AID 624172 | HEK293 GLP-1R CRE-luciferase, luminescence, 4-6 h; cells express a hypersensitive GLP-1R form | hit rate 0.007% among 380,000 | Potency, µM (top dose mostly 45.6 µM), inactives show top-dose activation, usual class: activators; note: potency is the fitted concentration of half-maximal effect; % of control where 0% means no effect
TDP-43 yeast inh: inhibitors of TDP-43 toxicity in yeast. TDP-43 expressing yeast growth rescue, BacTiter-Glo, 24 h. Potency, µM (titrated, usually from 46.1 µM), for inactives: at the highest dose growth rescue (activation), most hits filed as activators. hit rate 1.8% among 410,000. AID 652104; note: potency is the fitted concentration of half-maximal effect; % of control where 0% means no effect; nearly all actives have a fitted effect of over 50% in size
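Yeast cells expressing TDP-43 under galactose induction are exposed to compounds for 24 hr at 30 deg C. BacTiter-Glo luminescence measures growth, so protective compounds score as activators.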
D3 antag: blocks the human D3 dopamine receptor. P35462. D3R cells, DiscoveRx beta-arrestin luminescence, antagonist mode; hits give low values. max response, negative = inhibition, %. hit rate 2.5% among 360,000; in the data active = max response below about -50%; inconclusive = no clear call, values can overlap the other calls; note: % is set by controls: 0 for no effect and ±100 for the full control effect; mostly tested at two doses, the higher about 12 µM
Target sequence (P35462 whole entry, looked up): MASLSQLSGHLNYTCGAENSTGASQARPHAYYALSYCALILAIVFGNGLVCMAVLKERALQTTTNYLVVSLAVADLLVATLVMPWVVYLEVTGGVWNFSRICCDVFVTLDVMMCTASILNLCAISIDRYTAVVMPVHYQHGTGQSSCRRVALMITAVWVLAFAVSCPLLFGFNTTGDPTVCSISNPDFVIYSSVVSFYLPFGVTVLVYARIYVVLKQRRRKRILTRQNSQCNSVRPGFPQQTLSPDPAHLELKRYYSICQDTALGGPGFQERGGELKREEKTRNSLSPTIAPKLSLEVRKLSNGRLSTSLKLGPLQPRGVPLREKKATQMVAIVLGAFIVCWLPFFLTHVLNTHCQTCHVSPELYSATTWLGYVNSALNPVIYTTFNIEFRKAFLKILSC
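Cells plated overnight at 1500 cells/well, then exposed to library compounds with dopamine controls for 90 minutes at 37 degrees C. DiscoveRx reagent added for 30–60 minutes at room temperature; luminescence read, quantitative HTS format.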
aSyn yeast inh: inhibitors of alpha-synuclein toxicity in yeast; Yeast expressing alpha-synuclein, growth rescue, BacTiter-Glo, 24 h; Potency, µM (series often up to 46.1 µM), for inactives: at the top dose growth rescue (activation), actives largely listed as activators; hit rate 0.14% among 370,000; note: potency is the fitted concentration of half-maximal effect; % of control where 0% means no effect; nearly all actives have a fitted effect of over 65% in size
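Galactose-induced alpha-syn yeast (OD600=0.02, raffinose-pregrown) + pinned cpd, 24 hr, 30 deg C; growth by BacTiter-Glo luminescence. Growth restoration scores as activation.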
KB-V1 MDR tox: kills drug-selected multidrug resistant KB-V1 cells. hit rate 3.4% among 400,000. Potency, µM (top dose mostly 46.1 µM), without a hit: at the top dose activity change, negative = cytotoxicity, usual class: cytotoxic. KB-V1 MDR cells viability, CellTiter-Glo, 72 h; note: potency is the fitted concentration of half-maximal effect; % is set by controls: 0 for no effect and ±100 for the full control effect; nearly all actives have a fitted effect of over 60% in size
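Drug-selected KB-V1 cells, grown in DMEM lacking phenol red with 10% FBS, receive compound titrations; after three days at 37 degrees C, surviving cell ATP is quantified by CellTiter-Glo luminescence and responses normalized and curve-fitted.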
D3 ag: D3 dopamine receptor (human) agonism; P35462; D3R DiscoveRx beta-arrestin cells, luminescence, 90 min; max activation, %; hit rate 0.58% among 410,000; AID 652048; in the data active = max activation above about 30%; note: 0% is about no effect; mostly tested at two doses, the higher about 12 µM
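Agonist-mode cell screen: cells plated at 1500/well and incubated overnight at 37 °C, then exposed to library compounds for 90 min at 37 °C. Detection reagent was added for 30–60 min at room temperature, and luminescence was read.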
GLP-1R inv ag: acts as inverse agonist at human GLP-1 receptor | P43220 | HEK293 GLP-1R CRE-luciferase, luminescence, 24 h; GLP-1R form is constitutively active | Potency, µM (highest dose often 38.3 µM), without a hit: at the top dose activity change, negative = inhibition, usual class: inhibitors | hit rate 1.6% among 410,000 | AID 624417; note: potency is the fitted concentration of half-maximal effect; % is set by controls: 0 for no effect and ±100 for the full control effect; nearly all actives have a fitted effect of over 55% in size
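Constitutively active GLP-1R drives a cAMP-responsive luciferase in stably transfected HEK293 cells; test compounds are added after overnight (12 h) attachment and left 24 hr, and signal loss in luminescence marks inhibition.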
PTHR1 agonist: activates the human parathyroid hormone receptor PTHR1; Potency, µM (doses to about 115 µM), without a hit: at the top dose activation, actives largely listed as activators; HEK293 GP2 PTHR1 cells, GloSensor cAMP luminescence, 1 h; Q03431; hit rate 0.075% among 410,000; note: potency is the fitted concentration of half-maximal effect; nearly all actives have a fitted effect of over 55% in size; some results filed as inactive show a strong effect at the top dose; inactives centre near -15; many of its hits are not listed in these tables
Target sequence (Q03431 whole entry, looked up): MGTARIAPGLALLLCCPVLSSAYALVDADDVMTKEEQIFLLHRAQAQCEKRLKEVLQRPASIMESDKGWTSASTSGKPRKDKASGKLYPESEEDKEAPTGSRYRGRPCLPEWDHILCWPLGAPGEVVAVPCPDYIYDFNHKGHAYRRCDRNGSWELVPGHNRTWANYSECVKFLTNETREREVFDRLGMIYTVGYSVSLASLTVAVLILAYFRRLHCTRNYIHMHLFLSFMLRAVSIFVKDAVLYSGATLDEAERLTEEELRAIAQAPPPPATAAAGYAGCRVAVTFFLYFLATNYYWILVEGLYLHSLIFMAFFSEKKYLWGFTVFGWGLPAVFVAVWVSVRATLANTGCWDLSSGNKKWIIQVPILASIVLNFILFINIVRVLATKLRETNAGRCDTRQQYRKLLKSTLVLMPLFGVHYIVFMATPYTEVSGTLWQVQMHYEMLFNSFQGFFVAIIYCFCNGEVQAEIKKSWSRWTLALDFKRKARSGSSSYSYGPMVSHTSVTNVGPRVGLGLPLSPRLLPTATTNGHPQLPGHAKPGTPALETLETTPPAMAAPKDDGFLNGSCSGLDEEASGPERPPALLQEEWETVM
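HEK-293-derived GP2 cells expressing PTHR1 and a GloSensor cAMP reporter, 3,000/well, plated overnight, given luciferin plus IBMX (each 0.5 mM as added) for 1 h at 37 °C, then compound for 1 h at 37 °C. Luminescence was read after 15 min at room temperature.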
Active calls of the source: *; i = inactive; ? = inconclusive; / = not tested or not shown; [ ] = another dose, or the depositor's remark. Unless noted, calls come from the whole dose curve; as a rule, active = well fitted curve in the direction sought with a large enough effect; inconclusive = small, poorly fitted or top-dose-only effect, or another doubt; inactive = no such curve, though single readings can be large; an effect the other way counts as inactive or inconclusive. A portion of the library (hit frequency here may not be typical).

SMILES	HEK293 tox	GLP-1R agonist	TDP-43 yeast inh	D3 antag	aSyn yeast inh	KB-V1 MDR tox	D3 ag	GLP-1R inv ag	PTHR1 agonist
CCCNC(=O)CN1C(=O)NC(c2ccccc2)(c2ccccc2)C1=O	-12%	9%	-2%	2	2%	-16%	1	?	i
CCCCNC(=O)C1c2ccccc2OCC(=O)N1C1CC1 (stereo not given)	-1%	8%	18%	-8	-11%	?	-3	19%	-24%
COc1ccc(CCNC(=O)COC(=O)c2ccc(F)c(S(=O)(=O)N3CCOCC3)c2)cc1	4%	4%	0%	-4	-2%	2%	0	7%	-10%
Cc1cccc(OCC(O)CN2C(C)(C)CC(O)CC2(C)C)c1 (stereo not given)	9%	1%	-12%	-6	0%	-2%	-2	?	i
CCN(CC)c1nc2nonc2nc1N(CC)CC	-14%	-8%	7%	3	-2%	-8%	-2	0%	i
O=C(NCc1ccccc1Br)C1CCCN(C(=O)N2CCOc3ccccc32)C1 (stereo not given)	5%	/	24%	/	/	-3%	-6	-21%	-15%
COc1cccc(CNc2ccc(F)c([N+](=O)[O-])c2)c1O	?	23%	18%	-23	4%	1%	-5	?	-12%
Cc1ccc(CNC(=O)Cn2nnc(C(=O)Nc3cccc(C)c3C)c2N)cc1	-2%	-5%	-4%	-1	-4%	-1%	3	7%	i
CCc1ccc(CNC(=O)CCCn2c(=O)c3cccn3c3cccnc32)cc1	-16%	1%	12%	-14	-4%	-3%	-10	40%[activator]	-3%
Cc1cccc(C)c1NC(=O)c1cnn(-c2ccccc2)c1C	-7%	-10%	11%	3	-21%	-3%	2	-27%	-10%
Cc1cc(/C=N/NC(=O)C(=O)NCc2ccccn2)c(C)n1-c1ccccc1	11%	7%	-10%	-10	4%	14%	-9	-1%	i
CN(C(=O)c1cccc(NC(=O)Cc2ccc(NC(=O)C3CCN(C(=O)CCc4ccccc4)CC3)cc2)c1)C1CC1	0%	4%	5%	0	-5%	-1%	-4	8%	i
CCOCCN(C(=O)c1ccccc1Cl)c1cccc(C)c1C	3%	8%	-29%	-10	-4%	?	-3	?	-6%
COc1ccccc1NC(=O)Cn1c(C)cc(=O)c2cccc(OC)c21	17%	15%	18%	29	1%	?	26	92%[activator]	-38%[inhibitor]
CC(=O)Nc1ccc(NC(=O)Cn2c(=O)n(-c3ccccc3)c(=O)c3oc4ccccc4c32)cc1	-4%	12%	-14%	-4	3%	11%	1	47%[activator]	-2%
CCc1cc2c(=O)c(-c3nc4ccccc4n3C)c(COCC(=O)O)oc2cc1OC(=O)C(C)(C)C	177%[activator]	1%	-7%	-12	-1%	-9%	1	0%	-10%[57.5 µM]
Cc1ccc(S(=O)(=O)NCCCn2ccnc2)cc1C(=O)NC(C)C	3%	-1%	-20%	-2	-8%	-11%	7	-18%	i
CC(C)c1ccc(NC(=O)CSc2nc3ccccc3nc2Cc2ccccc2)cc1	6%	/	12%	/	/	/	-7	9%	i
O=C(CCCN1C(=O)c2ccccc2C1=O)NCCc1ccc(OC(F)F)cc1	0%	13%	13µM*	-4	-9%	-1%	10	-6%	-16%
NC(=O)c1cc(S(=O)(=O)Nc2ccc(OC(F)(F)F)cc2)cs1	-8%	-5%	15%	3	0%	?	3	?	-33%[inhibitor]
CCCNC(=S)NC1CC2CCC(C1)N2Cc1ccccc1 (stereo not given)	3%	-7%	-9%	-147*	-2%	23%	-25	3%	i
O=S(=O)(NCCN1CCOCC1)c1ccc(-c2ccc(S(=O)(=O)NCCN3CCOCC3)cc2)cc1	7%	-2%	-2%	2	1%	7%	2	44%[activator]	-37%[inhibitor]
COC(=O)C(C)(C)ONC(=O)Nc1ccc(Br)cc1	1%	-3%	-1%	3	6%	-9%	-9	-21%	-9%
CC(C)CC(C)c1cc(N)nc2nc3ccccc3n12 (stereo not given)	-19%	9%	3%	7	-7%	?	5	?	i
Clc1ccc(-c2nc3nc4ccccc4nc3n2Cc2ccco2)cc1	-2%	-6%	0%	6	3%	8%	2	-26%	-11%[57.5 µM]
O=C(NCC(c1cccnc1)N1CCc2ccccc2C1)c1ccc(F)c(F)c1 (stereo not given)	-15%	/	18%	/	/	-11%	-5	-27%	-14%
CS(=O)(=O)N(CC(=O)N1CCCC1)c1cccc(F)c1	-12%	4%	4%	19	10%	16%	6	8%	-2%
COc1ccc(CCNC(=S)NC(=O)c2cccc(Cl)c2)cc1OC	?	16%	-20%	-14	-3%	-42%	-4	?	-27%
O=c1c2cnn(-c3ccccc3)c2nnn1/N=C/c1cccnc1	2%	-14%	0%	-6	-2%	15%	3	1%	-70%[inhibitor][57.5 µM]
CCc1ccc(N(CC(=O)Nc2nc3ccc(C)cc3s2)S(=O)(=O)c2c(C)noc2C)cc1	-14%	3%	?	0	10%	-30%	1	?	i
NC(=S)N/N=C1\CC(n2nnnc2-c2ccccc2Cl)C2COC1O2 (stereo not given)	1%	-1%	25%	-5	-2%	-2%	1	0%	-5%
O=c1[nH]c(=S)[nH]c2c1C(c1ccc(Cl)c(Cl)c1)OC(CCc1ccccc1)C2 (stereo not given)	-23%	-3%	7%	0	-3%	0%	3	?	-35%[inhibitor]
COc1ccc(NC(=S)NC(=O)/C=C/c2ccco2)c(OC)c1	?	8%	16%	3	-2%	-15%	6	21%	-13%
Cc1cc(-c2nc3ccccc3s2)ccc1NC(=O)c1cc(Cl)ccc1Cl	-2%	/	12%	/	/	-3%	9	15%	i
CC1(C)CN(c2ccsc2C(=O)O)C1=O	10%[7.66 µM]	-1%	-22%[9.22 µM]	-21	-1%	6%	2	-9%[7.66 µM]	i
Cc1cccc(-n2c(=O)c3ccccc3n(Cc3ccccc3C#N)c2=O)c1	-8%	1%	26%	/	/	-3%	0	8%	i
CCONc1ncnc2nonc12	-5%	4%	-6%[0.397 µM]	4	1%	-7%	-9	6%	15%
CCCC(=O)Nc1ccc(NC(=O)c2cc3ccccc3o2)c(OC)c1	6%	3%	3%	7	-5%	0%	5	7%	-19%
CCOc1ccc(NC(=O)CN(C)C(=O)Cc2c(C)nc3ccccc3c2C)cc1OCC	0%	14%	0%	1	0%	?	4	70%[activator]	i
CS(=O)(=O)c1ccc2nc(NC(=O)CN3C(=O)C4CC=CCC4C3=O)sc2c1 (stereo not given)	0%	-3%	-5%	4	1%	0%	3	3%	i
Cc1ccc(C(=O)NC2CCN(CC(=O)Nc3c(C)cc(C)cc3C)CC2)cc1	-3%	1%	0%	6	5%	?	3	4%	i
O=c1cc(CO)[nH]nc1CO	-13%	2%	5%	-16	-2%	12%	-5	6%	-23%
CC(C)(C)Nc1nc(Cl)nc(NCCN2CCOCC2)n1	-9%	5%	0%	-2	-7%	-2%	-2	6%	-1%
Oc1ccc(Cl)cc1CNCc1cccc2ccccc12	19%	21%	-11%	-22	-6%	-4%	-45	1%	-20%
CCOc1ccc(C(=O)OCc2cc(=O)n3nc(C(C)C)sc3n2)cc1	-1%	/	0%	/	/	20%	2	11%	-7%
Cc1cc(C)c(S(=O)(=O)NCC(c2cccnc2)N2CCN(Cc3ccccc3)CC2)c(C)c1 (stereo not given)	-33%	14%	12%	-5	-1%	20%	5	?	i
Cc1ccc2c(c1)C1CN(C)CCC1N2S(=O)(=O)c1cccc(F)c1 (stereo not given)	0%	5%	6%	-55*	-3%	?	-21	?	-10%
O=C(COC(=O)c1cncc(Br)c1)NC1CCCCC1	-2%	8%	-18%[1.82 µM]	1	-1%	28%	14	2%	i
CN=C(Nc1ccc(C(=O)OC)s1)c1ccccc1	-3%	-4%	12%	-14	0%	0%	-3	42%[activator]	1%
COc1ccc2nc3oc(C(=O)N4CCN(c5cccc(C(F)(F)F)c5)CC4)cc3cc2c1	-19%	-5%	-11%	10	3%	0%	-1	4%	-28%
COc1cccc(CN2CCC(n3nccc3NC(=O)CCCc3ccccc3)CC2)c1O	-6%	2%	7%	-3	1%	6%	-7	?	-11%
O=c1c2oc3ccccc3c2ncn1Cc1ccc(Cl)cc1	2%	2%	2%	2	-10%	-15%	2	12%	i
Fc1ccccc1CNC(=S)NCc1ccc(Cl)cc1	?	3%	24%	-13	14%	-2%	-1	?	-10%
O=C(CCc1nc2ccccc2s1)OCC(=O)c1ccc[nH]1	-1%[7.66 µM]	0%	24%	5	5%	-8%	4	10%[7.66 µM]	i
Cc1cccc(COCC(Cc2ccccc2)N2CCN(C(=O)c3ccc(Cl)c(Cl)c3)CCC2=O)c1 (stereo not given)	?	9%	23%	15	?	?	-15	?	-16%
COc1ccc(OCCOC(=O)CNC(=O)c2ccc(F)cc2)cc1	-6%	-1%	20%	3	1%	22%	-3	18%	-9%
COC(=O)c1nn(-c2ccc(Cl)cc2)c(=O)cc1Sc1ccccn1	17%	6%	3%	-10	9%	4%	-7	0%	5%
CCOC(=O)c1ccc(NC(=O)CCS(=O)(=O)c2ccc(C)cc2)cc1	3%	/	0%	/	/	-11%	4	-10%	0%
N/C(=N\OS(=O)(=O)c1ccc(Cl)cc1)c1ccccn1	4%	-1%	2%	-2	2%	?	-3	-7%	0%

Entries listed so far that contain a tert-butyl group, in the order listed:
SMILES	HEK293 tox	GLP-1R agonist	TDP-43 yeast inh	D3 antag	aSyn yeast inh	KB-V1 MDR tox	D3 ag	GLP-1R inv ag	PTHR1 agonist
CCc1cc2c(=O)c(-c3nc4ccccc4n3C)c(COCC(=O)O)oc2cc1OC(=O)C(C)(C)C	177%[activator]	1%	-7%	-12	-1%	-9%	1	0%	-10%[57.5 µM]
CC(C)(C)Nc1nc(Cl)nc(NCCN2CCOCC2)n1	-9%	5%	0%	-2	-7%	-2%	-2	6%	-1%
